Assay outcomes deposited in PubChem BioAssay by National Center for Advancing Translational Sciences (NCATS).
p53ts 39C kill – qHTS Screen for Compounds that Selectively Target Cancer Cells with p53 Mutations: Cytotoxicity of p53ts Cells at the Nonpermissive Temperature; H1299-p53A138V viability at 39C, ATP luminescence, 24 h; Potency, µM (top dose mostly 46.1 µM), for the others: top-dose activity change, negative = cell killing, usual class: cytotoxic; 1.5% of 130,000 active; note: nearly all actives have a fitted effect of over 55% in size
IkB sig inh – IkB Signaling | 0.04% of 110,000 active | ABC-DLBCL IkBa-CBG/CBR dual luciferase ratio, 4 h; response scale: scaled: untreated 0%, proteasome inhibitor 100% | Potency, µM (titrated, usually from 57.1 µM), inactives show at the top dose IkBa stabilization activation; active = well fitted curve in the direction sought with a large enough effect in the signal ratio, not every such curve was filed as active; inconclusive = small, poorly fitted or top-dose-only effect, or a change in a side signal; the % refers to the signal ratio;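 note: the direction sought is a rising ratio; 0% = basal untreated cells and 100% = reference inhibitor full response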
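Curves were fitted separately to fusion (green), unfused (red) and ratio luminescence, then classed by r2, magnitude and activity. Cells: OCI-Ly3, 4 h compound plus doxycycline at 37C; 10 uM MG-132 defined full response.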
Peg3 imprint – qHTS Assay for Compounds that Induce Erasure of Genomic Imprints; mouse ES Peg3-LacZ reporter, beta-gal luminescence, 40 h; Potency, µM (titrated, usually from 60.7 µM), for inactives: at the highest dose activity change, positive = activation, most hits filed as activators; 0.02% of 110,000 active; AID 1948, 2009;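 note: 0% = negative control wells on the plate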
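Imprint erasure is scored as LacZ activity from the silenced maternal Peg3 allele in feeder-free female ES cells cultured 40 h with LIF. Luminescence is normalized to in-plate negative controls and fitted to the Hill equation.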
p53ts 32C kill – qHTS Screen for Compounds that Selectively Target Cancer Cells with p53 Mutations: Cytotoxicity of p53ts Cells at the Permissive Temperature. H1299-p53A138V at 32C, ATP luminescence viability, 24 h. 0.93% of 130,000 active. Potency, µM (doses to about 46.1 µM), without a hit: at the highest dose activity change, negative = cytotoxicity, hits mostly cytotoxic;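 note: 0% = DMSO and -100% = full killing by reference compound; nearly all actives have a fitted effect of over 55% in size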
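Cells: H1299 p53ts (A138V), 600/well, pre-incubated 16–30 h at 37C. Cpd up to 46 uM, 24 h, 32C. Readout: ATPlite luminescence, 20 min RT. Normalization: DMSO vs tamoxifen 100 uM. AC50 by Hill equation.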
Numbers without * were called inactive; [ ] = another dose, or the depositor's remark. Unless noted, calls come from the whole dose curve; as a rule, active = well fitted curve in the direction sought with a large enough effect; inconclusive = small, poorly fitted or top-dose-only effect, or another doubt; inactive = no such curve, though single readings can be large; an effect the other way counts as inactive or inconclusive. Unless noted, % is set by controls: 0 for no effect and ±100 for the full control effect; potency is the fitted concentration of half-maximal effect. No enrichment for hits (roughly 1.7% active in at least one column).

`CCn1c(SCC(=O)NC2CCCCC2)nnc1-c1cccs1` gave p53ts 39C kill 9%, IkB sig inh 2.7%, Peg3 imprint 1% and p53ts 32C kill 8%.
Cc1ccc(Cc2cn3cc(-c4ccccc4)nc3s2)cc1 was read as p53ts 39C kill 4µM*, IkB sig inh inconclusive, Peg3 imprint -22%[10.9 µM] and p53ts 32C kill inconclusive.
Screening COC(=O)c1ccc(Cn2c(=O)cc(C(F)(F)F)c3c(C)nn(C)c32)cc1 returned p53ts 39C kill -12%, IkB sig inh -2.2%, Peg3 imprint -11%[10.9 µM] and p53ts 32C kill 6%.
`COc1ccc(C(c2nnnn2Cc2ccccc2)N2CCN(c3ccccc3)CC2)cc1` (stereo not drawn) gave p53ts 39C kill -6%, IkB sig inh 0.3%, Peg3 imprint -15% and p53ts 32C kill -1%.
`Cc1occc1-c1nnc(SCC(=O)Nc2ccccc2)n1CCc1ccccc1` gave p53ts 39C kill 0%, IkB sig inh inconclusive, Peg3 imprint -7% and p53ts 32C kill 6%.
For CC(C)N1C(=O)c2ccccc2C1C(=O)NC1CCCCCC1 (stereo not drawn) the results were p53ts 39C kill -11%, IkB sig inh 2.3%, Peg3 imprint -6% and p53ts 32C kill -7%.
Screening Cc1nc2cc(CO)ccc2n1C returned p53ts 39C kill 16%, IkB sig inh 1.0%, Peg3 imprint 0% and p53ts 32C kill 3%.
For COc1ccccc1-c1ccc2ncnc(Nc3ccccc3)c2c1 the results were p53ts 39C kill -25%, IkB sig inh 2.6%[11.4 µM], Peg3 imprint -15% and p53ts 32C kill -10%.
`CC/C(=N\O)c1ccc(O)c(OC)c1` gave p53ts 39C kill 9%, IkB sig inh 0.2%, Peg3 imprint -1% and p53ts 32C kill 1%.
For COc1cc2c(cc1OC)CN(C(=O)c1cccs1)CC2 the results were p53ts 39C kill 3%, IkB sig inh -2.3%, Peg3 imprint -25% and p53ts 32C kill 4%.

Reprinted from the part before: three compounds, then new ones.
For COc1ccccc1-c1ccc2ncnc(Nc3ccccc3)c2c1 the results were p53ts 39C kill -25%, IkB sig inh 2.6%[11.4 µM], Peg3 imprint -15% and p53ts 32C kill -10%.
`CC/C(=N\O)c1ccc(O)c(OC)c1` gave p53ts 39C kill 9%, IkB sig inh 0.2%, Peg3 imprint -1% and p53ts 32C kill 1%.
For COc1cc2c(cc1OC)CN(C(=O)c1cccs1)CC2 the results were p53ts 39C kill 3%, IkB sig inh -2.3%, Peg3 imprint -25% and p53ts 32C kill 4%.
Screening O=C(O)C[C@H](NC(=O)CP(=O)(O)O)C(=O)O.[NH-][C@@H]1CCCC[C@@H]1[NH-].[Pt] returned p53ts 39C kill 17%[9.22 µM], IkB sig inh -0.5%[11.4 µM], Peg3 imprint -13%[10.9 µM] and p53ts 32C kill 2%[9.22 µM].
CCCOc1ccc(Oc2nc(NCC(C)C)nc(N(C)C)n2)nn1 was read as p53ts 39C kill -10%, IkB sig inh inconclusive, Peg3 imprint -4%[10.9 µM] and p53ts 32C kill 2%.
For Cc1c(C(=O)N(C)C)sc2c1c(=O)n(-c1ccc(F)cc1)c(=O)n2Cc1cc(=O)n2ccccc2n1 the results were p53ts 39C kill -14%, IkB sig inh -1.1%, Peg3 imprint 3%[10.9 µM] and p53ts 32C kill 2%.
For COc1cccc(C(=O)Nc2cccc(OCc3cc(=O)n4cc(C)ccc4n3)c2)c1 the results were p53ts 39C kill -12%, IkB sig inh inconclusive, Peg3 imprint inconclusive and p53ts 32C kill 4%.
Screening COc1ccccc1CNc1cc(C)nc2nc(-c3ccc(C)cc3)nn12 returned p53ts 39C kill inconclusive, IkB sig inh 0.8%, Peg3 imprint -10%[10.9 µM] and p53ts 32C kill -17%.
CC(=O)Nc1ccc(S(=O)(=O)N2CCN(CCCOc3cc(C)ccc3C)CC2)cc1 was read as p53ts 39C kill -16%, IkB sig inh inconclusive, Peg3 imprint -10% and p53ts 32C kill -8%.
For CCc1cc(C(=O)N2CCN(c3ccccc3)CC2)no1 the results were p53ts 39C kill -6%, IkB sig inh 1.5%, Peg3 imprint 10%[10.9 µM] and p53ts 32C kill 1%.
Screening C/C(CCC(=O)OC[C@@H]1O[C@H](C#Cc2ccccc2)C=C[C@@H]1Oc1ccc(C)cc1)=N/O[C@@H](C)c1cc(-c2c(C)cc(C)cc2C)no1 returned p53ts 39C kill 13%[9.22 µM] and p53ts 32C kill 6%[9.22 µM].
CC1CCCC(NC(=O)Cn2cc3c(n2)CCCCC3)C1C (stereo not drawn) was read as p53ts 39C kill 14%, IkB sig inh -1.3%, Peg3 imprint -11% and p53ts 32C kill 1%.
Screening CCN(CC)c1ccc(NC(=O)C2CCN(c3nnc(-n4cccc4)s3)CC2)c(C)c1 returned p53ts 39C kill -13%, IkB sig inh inconclusive, Peg3 imprint -9%[10.9 µM] and p53ts 32C kill -20%.
For COc1ccc(-c2nnn(CC(=O)c3c[nH]c4ccccc34)n2)cc1OC the results were p53ts 39C kill -8%, IkB sig inh inconclusive, Peg3 imprint -11% and p53ts 32C kill -3%.
Screening CCc1ccc(C2CC(=O)Nc3c2c(C)nn3-c2nc(C)cc(C)n2)cc1 (stereo not drawn) returned p53ts 39C kill -8%, IkB sig inh 0.0%, Peg3 imprint -2%[10.9 µM] and p53ts 32C kill 9%.
O=S(=O)(c1cc(Cl)ccc1Br)N1CCOCC1 was read as p53ts 39C kill 0%, IkB sig inh 2.6%, Peg3 imprint -1% and p53ts 32C kill 7%.
`COCCN1C(=O)c2ccccc2C(C(=O)NCC2CCCO2)C1c1c[nH]c2ccccc12` (stereo not drawn) gave p53ts 39C kill -11%, IkB sig inh -0.9%, Peg3 imprint -21% and p53ts 32C kill -4%.
For Cc1ccc(CCNC(=O)c2cc3sccc3n2Cc2ccc(Cl)cc2)cc1 the results were p53ts 39C kill inconclusive, IkB sig inh inconclusive, Peg3 imprint 11%[10.9 µM] and p53ts 32C kill 4%.
For N#Cc1cccc(-c2cc(NCc3ccccc3)ncn2)c1 the results were p53ts 39C kill -9%, IkB sig inh -0.1%[11.4 µM], Peg3 imprint -16% and p53ts 32C kill 4%.
Screening Cc1ccc(N2CCN(C(=O)c3cnn(-c4ccc(F)cc4F)c3C3CCN(C(=O)OC(C)(C)C)CC3)CC2)c(C)c1 returned p53ts 39C kill 8%, IkB sig inh 2.0%, Peg3 imprint -5%[10.9 µM] and p53ts 32C kill 34%[activator].
Screening Cc1cc(C(=O)Nc2cc(C)n(Cc3ccc(Cl)cc3)n2)no1 returned p53ts 39C kill -11%, IkB sig inh inconclusive, Peg3 imprint -29% and p53ts 32C kill -11%.
Cn1cnnc1SCC(=O)c1ccco1 was read as p53ts 39C kill 3%, IkB sig inh 0.1%, Peg3 imprint -1% and p53ts 32C kill 2%.
`CC1CC(C)CN(CCCNC(=O)COc2cc(=O)n(C)c3ccccc23)C1` (stereo not drawn) gave p53ts 39C kill -19%, IkB sig inh 3.6%, Peg3 imprint -23% and p53ts 32C kill -2%.
Screening COC(=O)c1[nH]nc2c1C(=O)N(C1CCCCC1)C2=O returned p53ts 39C kill -5%, IkB sig inh -1.3%, Peg3 imprint -9% and p53ts 32C kill 4%.
Screening Oc1ccc(Br)cc1-c1nc2cnccn2c1NC1CCCC1 returned p53ts 39C kill 2%, IkB sig inh inconclusive, Peg3 imprint -17% and p53ts 32C kill 33%[activator].
O=C(CCCn1c(=O)c2sccc2n(Cc2ccc(F)cc2Cl)c1=O)NCc1ccc2c(c1)OCO2 was read as p53ts 39C kill 2%, IkB sig inh inconclusive, Peg3 imprint -10%[10.9 µM] and p53ts 32C kill 5%.
`Cc1ccc2nc(NC(=O)c3cc(=O)c4cc(Cl)ccc4o3)sc2c1` gave p53ts 39C kill 14%, IkB sig inh inconclusive, Peg3 imprint -10%[10.9 µM] and p53ts 32C kill 3%.
`COc1ccc(-c2nnc(SCC(=O)c3ccc([N+](=O)[O-])cc3)o2)cc1OC` gave p53ts 39C kill 8%, IkB sig inh -0.7%, Peg3 imprint 20%[10.9 µM] and p53ts 32C kill -8%.
For CC(NC(=O)CSc1n[nH]c(-c2ccccc2)n1)c1nc2ccccc2n1C (stereo not drawn) the results were p53ts 39C kill -9%, IkB sig inh 1.1%, Peg3 imprint 14%[10.9 µM] and p53ts 32C kill 3%.
Cc1ccc2c(CC(=O)N3CCN(c4cccc(Cl)c4)CC3)coc2c1 was read as p53ts 39C kill -12%, IkB sig inh inconclusive, Peg3 imprint -1%[10.9 µM] and p53ts 32C kill -1%.
`CSc1nc2ccc(Cl)cc2[nH]1` gave p53ts 39C kill 21% and p53ts 32C kill 8%.
Screening CCOc1ccc(CNC(=O)CCCn2nc(C)c3sc4ccccc4c3c2=O)cc1 returned p53ts 39C kill -19%, IkB sig inh 1.5%, Peg3 imprint -12%[10.9 µM] and p53ts 32C kill -6%.
CC(C)CCNC(=O)NC(=O)CSc1nnc(COc2ccccc2Cl)o1 was read as p53ts 39C kill -16%, IkB sig inh inconclusive, Peg3 imprint -17% and p53ts 32C kill -3%.

4 successive records already listed, quoted:
Cc1ccc2c(CC(=O)N3CCN(c4cccc(Cl)c4)CC3)coc2c1 was read as p53ts 39C kill -12%, IkB sig inh inconclusive, Peg3 imprint -1%[10.9 µM] and p53ts 32C kill -1%.
`CSc1nc2ccc(Cl)cc2[nH]1` gave p53ts 39C kill 21% and p53ts 32C kill 8%.
Screening CCOc1ccc(CNC(=O)CCCn2nc(C)c3sc4ccccc4c3c2=O)cc1 returned p53ts 39C kill -19%, IkB sig inh 1.5%, Peg3 imprint -12%[10.9 µM] and p53ts 32C kill -6%.
CC(C)CCNC(=O)NC(=O)CSc1nnc(COc2ccccc2Cl)o1 was read as p53ts 39C kill -16%, IkB sig inh inconclusive, Peg3 imprint -17% and p53ts 32C kill -3%.

The results go on:
`Cc1ccc(Cc2nc3ccccc3nc2SCC(=O)Nc2ccc3c(c2)OCO3)cc1` gave p53ts 39C kill -19%, IkB sig inh 1.9%, Peg3 imprint -10%[10.9 µM] and p53ts 32C kill -23%.
`CS(=O)(=O)c1ccc(Cl)c(NC(=O)C2CC(=O)N(Cc3ccccc3)C2)c1` (stereo not drawn) gave p53ts 39C kill -2%, IkB sig inh -0.3%, Peg3 imprint -10% and p53ts 32C kill 3%.
Screening CCCn1c(=O)n(C)c(=O)c2c3oc(=O)c(NC(=O)c4ccc(F)cc4)cc3[nH]c21 returned p53ts 39C kill -7%, IkB sig inh -0.9%, Peg3 imprint 5% and p53ts 32C kill 0%.
Cc1ccc(NC(=O)CSc2ncn(-c3ccccc3)n2)cc1C was read as p53ts 39C kill 17% and p53ts 32C kill -18%.
For COc1ccc2nc(NC(=O)c3nc(S(=O)(=O)Cc4ccc(C)cc4)ncc3Cl)sc2c1 the results were p53ts 39C kill 6.3µM*, IkB sig inh inconclusive, Peg3 imprint -18%[10.9 µM] and p53ts 32C kill inconclusive.
O=C(CSc1nnc(-c2ccccc2)c(-c2ccccc2)n1)Nc1ccccc1Cl was read as p53ts 39C kill -14%, IkB sig inh inconclusive, Peg3 imprint inconclusive and p53ts 32C kill 8%.
`CS(=O)(=O)N(CC(=O)NCc1ccccc1)C1CCCCC1` gave p53ts 39C kill 13% and p53ts 32C kill 6%.
For COc1ccccc1CNC(=O)C1CCN(S(=O)(=O)c2cccc3cccnc23)CC1 the results were p53ts 39C kill -1%, IkB sig inh 2.4%, Peg3 imprint -15% and p53ts 32C kill -4%.
CCOC(=O)C1CCN(Cc2cn3c(-c4ccc(OC)cc4)nnc3s2)CC1 was read as p53ts 39C kill -18%, IkB sig inh 1.1%, Peg3 imprint -8%[10.9 µM] and p53ts 32C kill 0%.
Screening COc1cccc(CN2C(=O)C3(SCC(=O)N3c3ccc(C(C)C)cc3)c3ccccc32)c1 (stereo not drawn) returned p53ts 39C kill 5%, IkB sig inh inconclusive, Peg3 imprint -9%[10.9 µM] and p53ts 32C kill 4%.
